Screening results deposited in PubChem by National Center for Advancing Translational Sciences (NCATS).
HP1b chromo inh: HP1-beta chromodomain-methylated histone interaction inhibition. P83916. AlphaScreen HP1-beta / biotin-H3K9me3 peptide binding. Potency, µM (series often up to 114 µM), for inactives: at the top dose activity change, negative = inhibition, hits mostly inhibitors. 390,000 compounds, 0.56% hits. AID 540317; also: potency is read from the fitted curve at half-maximal effect; nearly all actives have a fitted effect of over 70% in size; inactives centre near 23
Target sequence (P83916 whole entry, looked up): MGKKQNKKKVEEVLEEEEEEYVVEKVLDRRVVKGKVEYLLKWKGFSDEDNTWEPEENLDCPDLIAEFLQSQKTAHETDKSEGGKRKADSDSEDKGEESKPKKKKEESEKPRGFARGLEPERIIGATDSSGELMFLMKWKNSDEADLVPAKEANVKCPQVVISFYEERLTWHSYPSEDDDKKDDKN
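Compound inhibition of the preformed complex between 50 nM HP1-beta and 50 nM biotinylated H3K9me3 peptide was read by AlphaScreen. Buffer was PBS pH 7.4 with 0.01% Tween-20. Incubations ran 30 min at room temperature, with 10 ug/mL donor/acceptor beads.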
JMJD2A Tudor: JMJD2A Tudor domain (human) inhibition | O75164 | AlphaScreen JMJD2A-Tudor / H3K4me3 peptide binding | Potency, µM (series often up to 114 µM), inactives show top-dose activity change, negative = inhibition, most hits filed as inhibitors | 390,000 compounds, 4.4% hits | AID 504339; also: potency is read from the fitted curve at half-maximal effect; % is scaled to controls: 0 for no effect and ±100 for the full control effect; nearly all actives have a fitted effect of over 50% in size
Pol eta inh: inhibitors of human DNA polymerase eta. Q9Y253. recombinant Pol eta, fluorescent DNA replication assay. Potency, µM (titrated, usually from 114 µM), inactives show at the top dose activity change, negative = inhibition, hits mostly inhibitors. 390,000 compounds, 1.2% hits; also: potency is read from the fitted curve at half-maximal effect; % is scaled to controls: 0 for no effect and ±100 for the full control effect
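Pol eta (10 nM) was preincubated with compounds for 15 min at room temperature, after which fluorescent replication substrate (50 nM final) was added to start the reaction. Fluorescence was read kinetically at 0 and 10 min.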
PGK inhibitor: T. brucei PGK inhibition; PGK/GAPDH coupled, Kinase-Glo luminescence, 60 min; Potency, µM (highest dose often 57.5 µM), inactives show top-dose activity change, negative = inhibition, most hits filed as inhibitors; 380,000 compounds, 0.043% hits; AID 602233; also: potency is read from the fitted curve at half-maximal effect; % is scaled to controls: 0 for no effect and ±100 for the full control effect; nearly all actives have a fitted effect of over 60% in size
Target sequence (P07378 whole entry, looked up): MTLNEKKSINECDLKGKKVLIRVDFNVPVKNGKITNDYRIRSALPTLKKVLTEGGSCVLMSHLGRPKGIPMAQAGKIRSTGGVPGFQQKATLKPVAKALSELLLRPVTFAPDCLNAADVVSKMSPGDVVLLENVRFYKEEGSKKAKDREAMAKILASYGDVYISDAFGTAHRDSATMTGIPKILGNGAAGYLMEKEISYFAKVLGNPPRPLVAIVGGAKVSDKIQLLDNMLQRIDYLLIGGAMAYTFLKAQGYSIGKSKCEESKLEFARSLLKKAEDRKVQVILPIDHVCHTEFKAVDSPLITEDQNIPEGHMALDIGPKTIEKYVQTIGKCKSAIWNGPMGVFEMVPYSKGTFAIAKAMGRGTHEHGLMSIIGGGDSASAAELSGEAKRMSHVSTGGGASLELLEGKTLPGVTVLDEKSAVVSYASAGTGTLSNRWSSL
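Recombinant glycosomal PGK reaction used 1,3-bisphosphoglycerate generated in-well by GAPDH (100nM final) in 100mM TEA pH 7.6, 5mM MgCl2, 0.01% Tween-20. After 60 minutes at room temperature, ATP was read by Kinase-Glo Plus luminescence end-point.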
GLS inh: glutaminase GLS (human) inhibition | 410,000 compounds, 0.21% hits | GLS enzymatic activity, qHTS titration | Potency, µM (top dose mostly 45.5 µM), without a hit: at the top dose activity change, negative = inhibition, most hits filed as inhibitors | O94925; also: potency is read from the fitted curve at half-maximal effect; % is scaled to controls: 0 for no effect and ±100 for the full control effect
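Two-point fluorescence kinetic (t0, 30 min RT) for hKGA; glutamate detected via glutamate oxidase–HRP–Amplex Red. Substrate: 1 mM L-glutamine solution; buffer 45 mM KH2PO4, pH 8.2.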
PI4K2A block: PI4K2A (human) kinase inhibition. Q9BTU6. purified PI4K2A, ADP-Glo luminescence, 1 h; stronger effect = lower value. activity change, negative = inhibition, % at 76.9 µM. 420,000 compounds, 0.13% hits. AID 1346378; in the data active = activity change below about -50%; inconclusive = mostly about -30% to -49%;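 also: -100% = wells without enzyme as full effect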
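ADP-Glo luminescence measured ADP generated by PI4K2A enzyme (4 ug/mL before mixing) with 1.2 mM PI substrate (pre-mix) and 300 microM ATP (pre-mix). Tris pH7.5 buffer with MgCl2, Triton X-100; 1 h reaction at ambient temperature.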
Pin1 inhibitor: inhibitors of human Pin1; Q13526; Pin1 FP peptide displacement, HiFluor488, 10 min; Potency, µM (series often up to 115 µM), for inactives: top-dose activity, negative = inhibition, usual class: inhibitors; 390,000 compounds, 0.009% hits; AID 504891; active = well fitted inhibition curve with a large enough effect in the polarisation, with a control signal flat, not every such curve was filed as active; inconclusive = small, poorly fitted or top-dose-only effect, or effect the other way, or a change in a side signal; inactive = no such curve, though single readings can be large or run the other way; the % refers to the polarisation; also: potency is read from the fitted curve at half-maximal effect; % is scaled to controls: 0 for no effect and ±100 for the full control effect
Target sequence (Q13526 whole entry, looked up): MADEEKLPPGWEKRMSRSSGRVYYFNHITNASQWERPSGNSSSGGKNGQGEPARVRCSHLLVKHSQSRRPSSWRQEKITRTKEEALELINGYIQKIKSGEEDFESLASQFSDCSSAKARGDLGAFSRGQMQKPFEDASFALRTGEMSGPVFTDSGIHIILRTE
G9a block: blocks human histone lysine methyltransferase G9a. Potency, µM (top dose mostly 102 µM), for the others: at the highest dose activity, negative = inhibition, actives largely listed as inhibitors. Q96KQ7. 350,000 compounds, 8.8% hits. G9a H3K9 monomethylation, AlphaScreen, 2 h. AID 504332; also: potency is read from the fitted curve at half-maximal effect; % is scaled to controls: 0 for no effect and ±100 for the full control effect; nearly all actives have a fitted effect of over 75% in size
Target sequence (Q96KQ7 913-1193 limits assumed): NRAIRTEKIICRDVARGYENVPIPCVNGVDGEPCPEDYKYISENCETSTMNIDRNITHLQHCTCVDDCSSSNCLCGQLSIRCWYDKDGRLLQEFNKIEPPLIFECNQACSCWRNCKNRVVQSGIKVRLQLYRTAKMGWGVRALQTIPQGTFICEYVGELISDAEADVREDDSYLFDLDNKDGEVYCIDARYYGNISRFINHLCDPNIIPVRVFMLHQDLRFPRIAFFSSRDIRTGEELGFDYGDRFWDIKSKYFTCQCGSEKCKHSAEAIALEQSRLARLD
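Compounds were preincubated with 20 nM G9a for 15 min, after which biotinylated H3K9 peptide (500 nM) and SAM (20 uM) started a 2 h room-temperature reaction. Monomethylated product was quantified by antibody-based AlphaScreen chemiluminescence.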
BAZ2B inh: inhibitors of human BAZ2B bromodomain | Q9UIF8 | 360,000 compounds, 4.4% hits | AID 504333 | AlphaScreen BAZ2B-H3K14Ac peptide displacement | Potency, µM (series often up to 114 µM), inactives show at the highest dose activity change, negative = inhibition, hits mostly inhibitors; also: potency is read from the fitted curve at half-maximal effect; % is scaled to controls: 0 for no effect and ±100 for the full control effect; nearly all actives have a fitted effect of over 60% in size
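BAZ2B 50 nM plus b-H3(5-23)K14Ac 50 nM, PBS pH 7.4/0.01% Tween-20, 30 min RT; compound added (max 110 uM), 30 min RT; streptavidin donor/Ni-chelate acceptor beads 10 ug/mL final, 20 min dark; AlphaScreen read.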
* = called active by the depositor; i = inactive; ? = inconclusive; . = no result given; & = joins results of further samples; [ ] = another dose, or the depositor's remark. Unless noted, calls follow the shape of the dose curve; as a rule, active = well fitted curve in the direction sought with a large enough effect; inconclusive = small, poorly fitted or top-dose-only effect, or another doubt; inactive = no such curve, though single readings can be large; an effect the other way counts as inactive or inconclusive. Some of the compounds tested; count on the stated rates, not on these rows.

SMILES	HP1b chromo inh	JMJD2A Tudor	Pol eta inh	PGK inhibitor	GLS inh	PI4K2A block	Pin1 inhibitor	G9a block	BAZ2B inh
Cc1ccccc1CN1C(=O)CS/C1=N/N=C/c1ccco1	0%	-22%	6%	-3%	5%	-4	?	40µM*	?
O=C(Nc1ccc(NC(=O)c2ccccc2)nc1)c1ccncc1	9%	?	-15%	.	13%	-4	17%	0%	-13%
Cc1cc(F)ccc1S(=O)(=O)N1CCCOC1CNC(=O)C(=O)NCCC1=CCCCC1 (centres undefined)	26%	-10%	-17%	-11%	1%	-2	-9%	-9%[59 µM]	2%
COc1ccc([N+](=O)[O-])cc1NC(=O)C(C)N(C)Cc1ccc(Br)cc1 (centres undefined)	18%	-15%	-10%	-1%	-1%	-5	-6%	-8%[59 µM]	-4%
O=C(NCc1cccnc1)c1cccc(NS(=O)(=O)c2ccc(Br)cc2)c1	27%	-33%	-12%	i	-3%	-3	-10%	-37%	10%
O=C(Nc1ccc2oc(=O)ccc2c1)c1ccc(-c2ccc(Cl)cc2)o1	23%	-5%	-3%	-8%	1%	-3	-2%	4%	0%
O=C(CN(C(=O)c1csnn1)c1ccc(Br)cc1)NC1CCCC1	31%	-1%	-3%	-3%	-33%	1	-1%	15%	1%
O=C(O)CCC(=O)N1N=C(c2ccco2)CC1c1ccco1 (centres undefined)	37%	-14%	?	-5%	9%	-6	8%	.	0%
CC(C)=CC(=O)Nc1ccc(S(=O)(=O)Nc2onc(C)c2C)cc1	50%[activator]	-12%	-15%	i	6%	-1	0%	?	2%
CN(C)CCCN(C(=O)CCOc1ccccc1)c1nc2ccc(F)cc2s1	17%	-24%	4%	-3%	-8%	-8	0%	28µM*	.
Cc1c(Cc2ccccc2)sc(/N=C/c2ccc3ccccc3c2)c1C(N)=O	8%	?	-22%	-10%	-25%	-2	?	20µM*	8%
O=C1NC[C@H](c2ccccc2)OC(=O)[C@@H](Cc2ccc(F)cc2)CC/C=C/C[C@@H]1CC(=O)N(CCO)Cc1ccccc1	15%	-26%	-19%	-9%	-1%	-3	10%	.	.
Cc1ccccc1-n1c2nc(=O)n(C)c(=O)c-2cc2ccccc21	35%	6%	-14%	-8%	-5%	1	-10%	-32%	-2%
CCC(Oc1ccccc1)C(=O)Nc1ccsc1C(=O)OC (centres undefined)	138%[activator]	85%[activator]	-9%	5%	-9%	-4	-4%	13%[59 µM]	68%[activator]
O=C1NC2(CCCCCC2)C(=O)N1Cc1ccccc1F	31%	-12%	-19%	-8%	-5%	1	1%	31%	-1%
CN(C)S(=O)(=O)c1ccc(C(=O)NCC(=O)N/N=C/c2ccccc2Cl)cc1	25%	-19%	1%	4%	1%	-7	?	.	-13%
CC(C)(Oc1ccc(Cl)cc1)C(=O)N1CCN(C(=O)c2ccco2)CC1	-6%	-10%	-7%	-7%	-6%	-5	2%	15%[59 µM]	2%
O=S(=O)(c1cccc(C(F)(F)F)c1)N1CCN(S(=O)(=O)c2ccc3c(c2)OCCO3)CC1	40%[activator]	-2%&-17%	-9%	1%	4%	-3	-5%&-1%	.	.
CCCCNC(=O)[C@@H]1CC=C[C@@H]2CCN(C3CC3)C(=O)[C@@H]21	21%	-14%	-15%	-2%	2%	2	1%	.	.
Cc1ccc2nc(C)c(C)nc2c1N	13%	-14%	-21%	1%	16%	-1	-9%	-28%	15%
Cc1ccc(S(=O)(=O)CCC(=O)OCn2nnc3ccccc3c2=O)cc1	52%[activator]	-6%	-11%	3%	1%	6	3%	1%[59 µM]	3%
COC(=O)c1[nH]c2ccccc2c1NC(=O)CN1CCN(Cc2ccc3c(c2)OCO3)CC1	1%	79µM*	-6%	-7%	21%	-13	-3%	?	-29%
CCN(CC)c1ccc(NC(=O)CN2CCN(CC(=O)Nc3ccc(F)cc3)CC2)cc1	?	?	-20%	-1%	25%	-3	4%	2.2µM*	?
Nc1ccc(-c2nc3ccccc3s2)cn1	0%	-12%	-16%	0%	7%	3	-1%	?	1%
COc1cc(/C=C(/C#N)c2nc3ccccc3[nH]2)ccc1OC(=O)c1ccco1	44%[activator]	-5%	-7%	-8%[11.5 µM]	2%	5	30%	1%[59 µM]	11%
N#Cc1ccc(Sc2nc3ccccc3[nH]2)cc1C#N	39%[activator]	-14%	-9%	-3%	0%	-3	?	-4%[59 µM]	11%
CC(SCc1cn2cc(Cl)ccc2n1)C(=O)O (centres undefined)	0%	50µM*	-7%	0%	5%	1	-7%	?	-24%
COc1ccc(C)cc1CN1C(=O)c2ccccc2C1=O	26%	19%	-7%	0%	2%	8	-5%	8%	10%
CCCC(=O)NC(c1ccco1)c1cc(Cl)c2cccnc2c1O (centres undefined)	55%	-24%	-9%	0%	-13%	-5	4%	18%[59 µM]	50µM*
COc1ccc(S(=O)(=O)N2CCN(C(=O)CC(C)C)CC2)cc1	10%	-10%	-21%	-1%	8%	0	1%	33%	-4%
CC(C)CCN1CCN(Cc2cccn2-c2ccc(Cl)cn2)CC1CCO (centres undefined)	?	-35%	-19%	-4%	8%	7	-8%	-11%	-15%
COc1ccccc1/C=N\N=C(\N)c1ccccn1	32%	-23%	-21%	6%	-1%	-1	-6%	-8%	-6%
Cc1cccc([C@@H]2[C@@H]3C(=O)N(Cc4ccccc4)C(=O)[C@@H]3[C@]3(Cc4ccccc4)C(=O)N(c4ccccc4)C(=O)N23)c1	46%[activator]	-21%	-11%	-4%	2%	-2	14%	3%[2.33 µM]	8%
C=CCn1c(NC(=O)CC)c(C(=O)OCC)sc1=S	-1%	-3%[57.1 µM]	-16%	i	-8%	0	12%	45µM*	?
Cc1cccc(NC(=O)CSc2nnc(Cn3cnc4ccccc43)o2)c1	19%	-4%	3%	.	5%	2	2%	17%[59 µM]	0%
O=C(CC(c1ccc(F)cc1)c1ccco1)N1CCCC1 (centres undefined)	32%	-20%	-11%	-4%	2%	1	-5%	40µM*	7%
COc1ccc2c(c1)CC/C(=C\c1ccc(OC)c(Cn3nc(C)cc3C)c1)C2=O	1%	89µM*	?	-1%	-6%	2	67%[activator]	?	?
CC(Sc1nc2ccccc2[nH]1)C(=O)Nc1ccc2c(c1)OCCO2 (centres undefined)	52%[activator]	5%	-20%	-4%	-9%	1	5%	5%[0.0925 µM]	-10%
O=C1CC(c2cccc(Cl)c2Cl)c2cc3c(cc2N1)OCCO3 (centres undefined)	46%[activator]	-3%	-13%	i	7%	3	-7%	-14%[59 µM]	-4%
Cc1noc(C)c1COc1ccc(C(=O)NCCOc2ccccc2)cc1	19%	5%	-17%	-7%	0%	0	-4%	20%[12.7 µM]	-4%
O=C(Cn1cnc2ccccc2c1=O)c1ccc2c(c1)OCCO2	27%	-11%	-14%	-1%	13%	1	7%	-27%	?
Cc1ccc(OCC(=O)NCC2(N(C)C)CCCCC2)cc1C	36%[activator]	-7%	-2%	13%	0%	-1	-15%	-10%[59 µM]	-5%
CCOc1ccccc1NC(=O)c1cc2ccccc2o1	.	.	?	-2%	-9%	6	.	.	.
O=C(CSc1ccc(-c2ccco2)nn1)c1ccc(F)cc1	?	45µM*	?	-10%	-1%	-21	.	40µM*	-34%
O=C(c1ccc(N2C(=O)c3ccccc3C2=O)cc1)N1CCN(S(=O)(=O)c2ccccc2F)CC1	.	.	-17%	-6%	2%	3	.	.	.
O=C(NNC1=Nc2ccccc2SC1)c1ccc(F)cc1	17%	-11%	-6%	7%	-6%	1	-10%	4%[59 µM]	0%
CCN1CCN(c2cc(C)c3cc(NC(=S)NCc4cccs4)ccc3n2)CC1	-5%[57 µM]	?	-8%	i	39%[activator]	-5	1%	45µM*	-37%
CCc1cc(Cn2nc(-c3ccccc3)cc2C(=O)O)on1	52%[activator]	-9%	-12%	-1%	-6%	4	0%	-6%[2.33 µM]	3%
Nc1ncncc1-c1ccc2ccccc2c1	17%	-14%	4%	i	-5%	0	-2%	-21%[12.7 µM]	2%
COc1ccc(CCNC(=O)COC(=O)c2ccc(C)s2)cc1	28%	-11%	5%	i	5%	-3	-7%	?	-1%
CC(NC(=O)c1ccco1)C(=O)O (centres undefined)	20%	-22%	-14%	5%	5%	-2	-2%	5%[2.33 µM]	0%
CN(C(=O)c1ccccc1OCc1ccc(F)cc1)c1c(N)n(Cc2ccccc2)c(=O)[nH]c1=O	13%	-8%	-10%	2%	7%	2	5%	-35%	-6%
Cc1nn(Cc2ccccc2)c2c1C(c1ccccc1)C(C#N)=C(N)O2 (centres undefined)	-17%	-11%[11.4 µM]	-12%	-5%	-10%	6	1%	?	-3%
O=[N+]([O-])c1cccc(COc2ccc(CN3CCCC3)cc2)c1	11%	-34%	-3%	-8%	16%	6	-1%	.	.
COc1ccc(S(=O)(=O)NCc2cccnc2)cc1C(=O)N1CCCCC1	24%	8%	-20%	i	-18%	2	-1%	-7%	1%

In another format: entries from further up
| Structure | HP1b chromo inh | JMJD2A Tudor | Pol eta inh | PGK inhibitor | GLS inh | PI4K2A block | Pin1 inhibitor | G9a block | BAZ2B inh |
| --- | --- | --- | --- | --- | --- | --- | --- | --- | --- |
| CC(NC(=O)c1ccco1)C(=O)O (centres undefined) | 20% | -22% | -14% | 5% | 5% | -2 | -2% | 5%[2.33 µM] | 0% |
| CN(C(=O)c1ccccc1OCc1ccc(F)cc1)c1c(N)n(Cc2ccccc2)c(=O)[nH]c1=O | 13% | -8% | -10% | 2% | 7% | 2 | 5% | -35% | -6% |
| Cc1nn(Cc2ccccc2)c2c1C(c1ccccc1)C(C#N)=C(N)O2 (centres undefined) | -17% | -11%[11.4 µM] | -12% | -5% | -10% | 6 | 1% | ? | -3% |
